Rat MKP-3 inhibitors: MKP-3 phosphatase inhibitors, primary screen, biochemical, rat enzyme, in vitro (AID 425); one-dose inhibition, % at 20 µM; IC50 in µM for titrated hits; actives 0.17% (n = 110,000); recombinant MKP-3 phosphatase activity, fluorescence; higher % means a stronger effect; in the data active = inhibition above about 50%;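 note: plate controls were vehicle for no effect and reference inhibitor for full effect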
Hsp70 inhibitors: small molecules displacing fluorescent ligand from Hsp70 – biochemical, fluorescence polarization, primary screen (AID 583); Hsp70 fluorescence polarization probe displacement, mP; higher % means a stronger effect; displacement, % at 20 µM, or IC50 in µM where a hit was titrated; actives 0.06% (n = 140,000); in the data active = displacement above about 50%;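 note: plate controls were vehicle for no effect and reference ligand for full effect; a part of the inactive calls stands beside numbers as strong as those of hits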
An asterisk follows results filed as active; · = no result given; & = joins results of further samples. Only part of the results is shown. The share of hits here may be higher or lower than overall.

SMILES	Rat MKP-3 inhibitors	Hsp70 inhibitors
Cc1ccc(O)c(CNc2ccccn2)c1	-11%	-5.4%
O=C(Cn1c(NCCCO)nc2ccccc21)c1ccc(Br)s1	0%	1.6%
O=C1N=C(N2CCCCCC2)S/C1=C\c1ccc(O)cc1	2%	-6.8%
N#CC(C#N)=C1C(Cl)=C(Cl)c2ccccc21	7%	22%
COc1cc(-c2nc(-c3ccncc3)no2)cc(OC)c1OC	-4%	3.9%
CCOC(=O)CCCCC(=O)NC(CO)C(=O)NC (centres undefined)	11%	0.2%
C=CCN1C(=Nc2ccccc2)SC/C1=C\C(=O)OC	-6%	-1.5%
O=C(CSc1nnnn1-c1cccc2c1CCCC2)N1CCOCC1	2%	0.1%
O=C(O)CS(=O)(=O)CC(=O)O	-6%	-6.0%
CCn1cc(C(=O)N2CCN(c3ccccn3)CC2)c2cc(OC)c(OC)cc2c1=O	3%	-1.7%

The listing continues.
SMILES	Rat MKP-3 inhibitors	Hsp70 inhibitors
O=C(Nc1ccc(OC(F)(F)F)cc1)C1CCCN1S(=O)(=O)c1ccc(Cl)cc1 (centres undefined)	2%	-3.7%
Cc1ccccc1Cn1ccc(NC(=O)c2onc(C)c2Cl)n1	-11%	2.2%
Cc1ccc(S(=O)(=O)CCc2nc3ccccc3s2)cc1C	4%	-0.4%&-0.7%
Cc1c(C)n(C)c2ccc([N+](=O)[O-])cc12	·	-2.1%
CCOC(=O)Cc1csc(NC(=O)CSc2nnnn2-c2ccc(F)cc2)n1	-5%	0.8%
COc1ccc(CC(=O)Nc2ccc(Nc3ccccc3)cc2)cc1OC	4%	-2.7%
Cc1ccccc1OCC(=O)Nc1cccc(N(C)S(C)(=O)=O)c1	-13%	0.7%
O=C(NN=C1CCCCC1)c1ccc(O)cc1	-3%	2.8%
CCOC(=O)c1ccccc1NC(=O)CSc1nnnn1C	·	0.4%
O=S(=O)(N1CCOCC1)n1cnc2ccccc21	·	2.3%

Carrying on:
SMILES	Rat MKP-3 inhibitors	Hsp70 inhibitors
Cn1c(C(=O)Nc2ccc3c(c2)OCO3)cc2sccc21	-1%	1.8%
CS(=O)(=O)N(CC(=O)N1CCC(C(N)=O)CC1)C1CCCCC1	-6%	-2.5%
Cc1ccc(N2C(=O)CC(NCCc3cccc(F)c3)C2=O)cc1 (centres undefined)	-3%	-0.2%
CCOC(=O)CSc1nc2ccc(NC(C)=O)cc2s1	-7%	2.4%
CS(=O)(=O)N1CCN(c2nc(-c3ccccc3)cs2)CC1	-6%	1.4%
Cc1cc2ncn(N)c2cc1C	4%	0.2%
COc1ccc(NC(=O)C2=C(C)NC(=O)NC2c2cccc(Cl)c2)cc1 (centres undefined)	0%	-0.4%
COc1cc(OC)c([N+](=O)[O-])cc1/C=C1/C(=O)NC(=O)N(c2ccc(Br)cc2)C1=O	3%	-7.7%
Cn1c(=O)c2ncn(CC(=O)Nc3cc(C(F)(F)F)ccc3N3CCOCC3)c2n(C)c1=O	-6%	4.0%
Cc1cccc(CC(Cc2nc3ccccc3[nH]2)c2nc3ccccc3[nH]2)c1 (centres undefined)	-2%	-3.2%

New compounds follow
SMILES	Rat MKP-3 inhibitors	Hsp70 inhibitors
Cc1cc(C)cc(N2C(=O)NC(=O)/C(=C\c3ccc(F)cc3)C2=O)c1	3%	-1.4%
CCOC(=O)c1ccc(N2NC(=O)/C(=C/c3ccc(-c4ccc(Cl)c(C(=O)O)c4)o3)C2=O)cc1	5%	13%
O=c1cc(-c2ccc(Cl)cc2)[nH][nH]1	-4%	0.7%
O=C(NCc1cccs1)c1csc2ccccc12	-6%	-1.9%
O=C(Nc1ccc2oc(-c3ccccc3F)nc2c1)c1cccc([N+](=O)[O-])c1	14%	11%
CCOC(=O)c1ccccc1NC(=O)CSc1ncc(C(=O)OCC)c(N)n1	1%	0.9%
CCC(CC)C(=O)Nc1cc(OC)ccc1OC	2%	0.3%
CCOC(=O)C1C(=O)NC(SC)=C(C#N)C1c1ccccc1[N+](=O)[O-] (centres undefined)	2%	-3.6%
Cc1nc2sc(C(c3ccccc3)N3CCC(O)CC3)c(O)n2n1 (centres undefined)	5%	3.1%
NC(=O)CSc1nnc(Cn2c(=O)sc3ccccc32)n1CCc1ccccc1	8%	4.7%

New compounds follow
SMILES	Rat MKP-3 inhibitors	Hsp70 inhibitors
NC(=O)CCn1c(=O)oc2ccccc21	5%	3.9%
O=C(CC1N=C2c3ccccc3N=C(SCc3ccccc3Cl)N2C1=O)NCc1ccco1 (centres undefined)	-3%	4.4%
O=C(O)CCC(=O)OCC1CCCCC1	·	-7.0%
Cn1c(=O)[nH]c(=O)c2c1nc(NCCCn1ccnc1)n2Cc1cccc(Br)c1	-6%	5.9%
COC(=O)c1cccc(N(C(=O)c2ccco2)C(C(=O)NC2CCCC2)c2ccco2)c1 (centres undefined)	·	-0.8%
CSc1ccc(C=Nc2ccccc2C(N)=O)cc1	1%	-1.7%
Cc1ccc(NC(=O)CN(c2cc(Cl)cc(Cl)c2)S(C)(=O)=O)c(C)c1	3%	5.1%
CN(C)CCN1C(=O)C(=O)/C(=C(/O)c2ccccc2)C1c1ccc(Cl)cc1Cl (centres undefined)	0%	2.3%
CCCn1c(SCC(=O)NCCc2ccccc2)nnc1-c1ccco1	·	-3.4%
CN(C)S(=O)(=O)N1CCN(C(=O)c2cccs2)CC1	·	0.7%

Later entries:
SMILES	Rat MKP-3 inhibitors	Hsp70 inhibitors
C=CCC1(N(Cc2ccccc2)C(C)=O)CCCCC1	0%	0.4%
COc1ccc2c(c1)C(C)CC(C)(C)N2C(=O)c1sc2cc([N+](=O)[O-])ccc2c1Cl (centres undefined)	3%	-2.0%
CCOC(=O)NC(NCC(O)c1ccccc1)(C(F)(F)F)C(F)(F)F (centres undefined)	-1%	-2.3%
O=C1c2cccc3ccc(Cl)c(c23)C(=O)N1O	0%	1.5%
COc1ccc(OC)c(CN2C(=O)c3ccccc3C2C(=O)NCc2cccnc2)c1 (centres undefined)	-10%	8.6%
CCc1nnc(NC(=O)C2CCCCC2)s1	·	2.0%
CCOc1ccc(NC(=O)C2=C(C)NC(=O)NC2c2cccc(Br)c2)cc1 (centres undefined)	5%	5.6%
Cn1cc(/C=N/n2cnc3scc(-c4ccccc4)c3c2=O)c2ccccc21	1%	0.1%
O=C(c1ccc(Cl)cc1[N+](=O)[O-])N1CCN(Cc2ccccc2)CC1	1%	0.2%
CS(=O)(=O)N(CCc1ccccc1)CC(=O)N1CCN(Cc2ccccc2)CC1	-4%	-0.6%

Next records:
SMILES	Rat MKP-3 inhibitors	Hsp70 inhibitors
CCC(C)(C(=O)NC1CCCC1)N(CC1CCCO1)C(=O)c1ccc2c(c1)OCO2 (centres undefined)	-2%	0.4%
CC(C)=C1C2CCC1C(C(=O)Nc1cc(C)cc(C)c1)C2C(=O)O (centres undefined)	3%	3.8%
O=C(CN1CCCN(S(=O)(=O)c2ccc(Br)cc2)CC1)Nc1ccc2cn[nH]c2c1	-14%	10%
COc1cc(C2C(C(=O)OC(C)C)=C(C)Nc3ncnn32)cc(OC)c1OC (centres undefined)	0%	4.2%
CN(C)/C=C1\CCCCC1=C(C#N)C#N	6%	29%
COc1ccc(-n2c(C=C3C(=O)Nc4ccc(C)cc43)nc3ccccc3c2=O)cc1	2%	1.6%
CN(c1ccccc1)c1nc(-n2ccnc2)nc(-n2ccnc2)n1	-6%	6.9%
CCN(C#N)c1nc(N(C)C)nc(N(C)C)n1	-17%	-2.5%
CCn1c(=O)c(=O)[nH]c2cc(C(=O)NC3CCCc4ccccc43)ccc21 (centres undefined)	2%	-2.1%
CC(C)n1nnnc1SCC(=O)c1ccc2c(c1)OCCO2	·	-2.8%

The list continues.
SMILES	Rat MKP-3 inhibitors	Hsp70 inhibitors
Cc1cc(Oc2ccc(F)c(F)c2)c(F)cc1[N+](=O)[O-]	0%	-3.7%
CCS(=O)(=O)N1CCCC(C(=O)NCCCN(C)Cc2ccccc2)C1 (centres undefined)	-7%	-3.8%
Cc1cccc(N2CCN(C(=O)c3ccc(NS(=O)(=O)c4c(C)noc4C)cc3)CC2)c1C	-16%	-4.9%
O=C(C1CC1)N1CCc2cc(Br)cc(S(=O)(=O)N3CCN(c4ccccn4)CC3)c21	2%	6.7%
CN1CCCCCC1=NC1=C(C#N)CCCC1	-3%	4.0%
Cn1c(Br)nc2c1c(=O)n(CC(O)COc1ccccc1)c(=O)n2C (centres undefined)	-4%	4.5%
Cc1ccc(C(=O)N2CCN(c3c(Cl)cccc3[N+](=O)[O-])CC2)cc1	-2%	3.8%
CC(=O)NS(=O)(=O)c1ccc(N)cc1	1%	-0.2%
O=C1CCCC2=C1C(c1ccccc1Cl)Nc1ccc(C(=O)c3ccccc3)cc1N2 (centres undefined)	4%	-1.4%
CC(O)CNC(=O)C1CCN(Cc2ccc(OCc3ccccc3)cc2)CC1 (centres undefined)	-11%	1.2%

Of the compounds above, these contain an aryl methoxy group:
SMILES	Rat MKP-3 inhibitors	Hsp70 inhibitors
COc1cc(-c2nc(-c3ccncc3)no2)cc(OC)c1OC	-4%	3.9%
CCn1cc(C(=O)N2CCN(c3ccccn3)CC2)c2cc(OC)c(OC)cc2c1=O	3%	-1.7%
COc1ccc(CC(=O)Nc2ccc(Nc3ccccc3)cc2)cc1OC	4%	-2.7%
COc1ccc(NC(=O)C2=C(C)NC(=O)NC2c2cccc(Cl)c2)cc1 (centres undefined)	0%	-0.4%
COc1cc(OC)c([N+](=O)[O-])cc1/C=C1/C(=O)NC(=O)N(c2ccc(Br)cc2)C1=O	3%	-7.7%
CCC(CC)C(=O)Nc1cc(OC)ccc1OC	2%	0.3%
COc1ccc2c(c1)C(C)CC(C)(C)N2C(=O)c1sc2cc([N+](=O)[O-])ccc2c1Cl (centres undefined)	3%	-2.0%
COc1ccc(OC)c(CN2C(=O)c3ccccc3C2C(=O)NCc2cccnc2)c1 (centres undefined)	-10%	8.6%
COc1cc(C2C(C(=O)OC(C)C)=C(C)Nc3ncnn32)cc(OC)c1OC (centres undefined)	0%	4.2%
COc1ccc(-n2c(C=C3C(=O)Nc4ccc(C)cc43)nc3ccccc3c2=O)cc1	2%	1.6%

Later entries:
SMILES	Rat MKP-3 inhibitors	Hsp70 inhibitors
COc1ccc(-c2cnc(N)nc2-c2ccc(OC)cc2O)cc1	-8%	-6.3%
CCOC(=O)N1CCN(C(=O)c2ccc3c(c2)N(Cc2ccc(C)cc2)CCS3)CC1	·	-1.3%
CCCCCCn1c(CN2CCC(C)CC2)nc2c1c(=O)n(C)c(=O)n2C	·	3.4%
COc1cc(/C=N/N2C(=O)CSC2=S)ccc1O	4%	-3.4%&29%
COc1ccc(NC(=O)CSc2nc3sc(C)c(C)c3c(=O)n2Cc2ccco2)cc1	-12%	-2.8%
COc1cc(OC)c(OC)cc1CNCCNC(=O)c1nonc1N	-4%	0.4%
Cc1ccc2c(c1)CCCN2C(=O)c1cccs1	-12%	-1.1%
Cc1nc2ccccn2c1-c1csc(NCc2ccco2)n1	-8%	4.5%
CCOCCOC(=O)c1ccc(NC(=O)c2cccc(C)c2)cc1	2%	-1.7%
C=CCOc1ccc(C2/C(=C(\O)c3c(C)[nH]c(C(=O)OC)c3C)C(=O)C(=O)N2CCN(C)C)cc1 (centres undefined)	4%	2.7%

The list continues:
SMILES	Rat MKP-3 inhibitors	Hsp70 inhibitors
CCOC(=O)c1cc(-c2ccco2)nc2ccc(Br)cc12	11%	6.8%
CCN(CC)C(=O)CN1CCC(n2c(C)nc3cc(C(F)(F)F)ccc32)CC1	-13%	6.2%
CCCc1nnc(SCC(=O)N2CCCC(C)C2)n1CC1CCCO1 (centres undefined)	·	2.3%
Cc1cccc(-n2c(SCCC(=O)O)nnc2-c2cccs2)c1C	-14%	5.9%
O=C1CC(c2nc3ccccc3[nH]2)CN1c1ccccc1 (centres undefined)	1%	5.5%
CCOc1ccc(C2=C/C(=C/c3ccc(OC)c(OC)c3)C(=O)O2)cc1	5%	3.8%
CCCCn1cc(C(C)(C)C)c(C#N)c1NC(C)=O	-12%	2.5%
O=C1CN(C(=O)c2ccc([N+](=O)[O-])cc2)c2ccccc2N1	-2%	0.3%
COc1cc2nc(C3CC3)n(NC(=O)c3ccc(F)cc3)c(=O)c2cc1OC	0%	-1.0%
CCOc1ccc(C(=O)NCCCn2ccnc2)cc1	-7%	7.5%

Continued:
SMILES	Rat MKP-3 inhibitors	Hsp70 inhibitors
CC(=O)Oc1cccc(N2C(=O)CC(Nc3ccc(N4CCOCC4)cc3)C2=O)c1 (centres undefined)	-8%	-0.9%
O=C(NCCCN1CCCC1=O)c1cccs1	2%	1.5%
CCCOc1ccc(N2C(=O)C3ON(c4ccccc4)C(c4ccc(O)c(OC)c4)C3C2=O)cc1 (centres undefined)	1%	4.9%
Cc1ccccc1C(=O)N1CC(C)CC(C)C1 (centres undefined)	2%	-1.8%
COc1ccc(CCn2c(C)ccc2C)cc1OC	1%	-2.0%
Cc1ccc(-c2noc(CSc3nnc(-c4ccncc4)n3-c3ccc(C)cc3)n2)cc1	·	0.6%
O=c1[nH][nH]c(=O)n1/N=C/c1ccccc1O	-2%	7.2%
Cc1cc(C)nc(NS(=O)(=O)c2ccc(NC(=O)NC3CCCCC3)cc2)n1	-16%	3.3%
COC(=O)c1cc(OC)c(OC)cc1NC(=O)CN1C(=O)c2ccccc2C1=O	·	2.8%
O=c1nc(N/N=C/c2c(O)ccc3ccccc23)cn[nH]1	1%	-22%
Cc1onc(-c2c(Cl)cccc2Cl)c1C(=O)Nc1ccc(Cl)cc1Cl	-4%	1.2%
CCS(=O)(=O)N1CCCC(C(=O)NCCCOC(C)C)C1 (centres undefined)	9%	7.1%
